# High-throughput results (PubChem)
# TEAD-YAP block: TEAD-YAP interaction inhibition. HEK-TIYL cells, TEAD-Gal4/YAP UAS-luciferase luminescence. inhibition, % at 9.12 µM. 1.4% of 640,000 active. AID 1259422; in the data active = inhibition above about 32%;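 also: 0% = median of test compound wells and 100% = reference inhibitor wells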
# FBW7 activator: activators of human E3 ligase FBW7; normalized activity (activation), % at 26.1 µM; 0.13% of 650,000 active; AlphaScreen FBW7–phospho-cyclin E peptide binding, activator screen; AID 1259310; in the data active = normalized activity above about 1.9%;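 also: purified mutant Fbw7 with reduced substrate affinity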
# MITF primary: human MITF inhibition, primary screen. O75030. inhibition, % at 2.6 µM. AlphaScreen MITF homodimerization, bead proximity signal. 0.91% of 650,000 active; in the data active = inhibition above about 50%;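 also: 0% = vehicle wells with protein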
# Target sequence (O75030 whole entry, looked up): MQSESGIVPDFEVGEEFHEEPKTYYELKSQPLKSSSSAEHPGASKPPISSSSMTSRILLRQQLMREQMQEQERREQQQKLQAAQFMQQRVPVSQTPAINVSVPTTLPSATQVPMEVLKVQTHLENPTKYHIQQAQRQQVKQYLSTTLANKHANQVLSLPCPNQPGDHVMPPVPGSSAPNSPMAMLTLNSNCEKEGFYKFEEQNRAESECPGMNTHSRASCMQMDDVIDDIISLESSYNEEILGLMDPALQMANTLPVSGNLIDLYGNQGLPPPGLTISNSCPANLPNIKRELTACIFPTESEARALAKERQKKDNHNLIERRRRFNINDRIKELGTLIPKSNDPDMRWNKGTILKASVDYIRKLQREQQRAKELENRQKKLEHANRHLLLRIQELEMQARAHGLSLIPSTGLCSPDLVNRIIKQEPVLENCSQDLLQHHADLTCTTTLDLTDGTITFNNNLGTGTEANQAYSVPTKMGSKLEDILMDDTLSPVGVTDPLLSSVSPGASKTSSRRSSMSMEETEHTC
# GPR151 ag: human GPR151 activation; Q8TDV0; PathHunter beta-arrestin GPR151 cells, luminescence; 1% of 650,000 active; activation, % at 11.2 µM; in the data active = activation above about 4.9%;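 also: 0% = median of compound wells and 100% = cells with positive control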
# Target sequence (Q8TDV0 whole entry, looked up): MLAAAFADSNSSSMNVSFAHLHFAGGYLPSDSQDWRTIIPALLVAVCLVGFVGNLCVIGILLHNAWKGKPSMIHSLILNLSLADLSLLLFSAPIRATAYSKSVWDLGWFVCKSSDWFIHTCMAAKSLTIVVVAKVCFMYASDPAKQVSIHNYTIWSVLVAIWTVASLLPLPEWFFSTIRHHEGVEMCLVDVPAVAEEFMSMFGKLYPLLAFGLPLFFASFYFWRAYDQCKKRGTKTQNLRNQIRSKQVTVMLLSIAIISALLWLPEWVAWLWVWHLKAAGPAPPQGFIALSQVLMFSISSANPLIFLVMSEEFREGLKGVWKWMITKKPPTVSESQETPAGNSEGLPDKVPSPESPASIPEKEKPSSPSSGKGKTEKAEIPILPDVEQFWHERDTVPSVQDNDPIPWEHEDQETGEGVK
# * hit, by the source's call.
SMILES,TEAD-YAP block,FBW7 activator,MITF primary,GPR151 ag
O=C(CSc1nc2sc3c(c2c(=O)n1-c1ccccc1)CCCC3)c1ccc2c(c1)OCO2,5,-0.1,-4,3.1
COc1ccccc1OCC(=O)NCCSCc1c(F)cccc1Cl,-12,-0.1,-11,1.2
Cc1cc(C)c(Cn2c(C)c(CNCc3cccc(Cl)c3)c(C(=O)O)c2C)c(C)c1,-2,0.2,15,0.1
FC(F)(F)c1cccc(CNc2nc(N3CCN(c4ccccn4)CC3)nc3c2ncn3C2CCCCC2)c1,-1,0.2,3,0.8
Cc1ccc(N2CC(c3nnc(Cc4c(F)cccc4Cl)o3)CC2=O)cc1 (stereo not drawn),6,-0.2,-5,0.5
Cc1ccc(OCC(=O)NNC(=O)C2CCN(c3nc(C)cc(C)n3)CC2)cc1,1,0.4,2,0.9
Cc1nc(-n2nc(C3CC3)cc2NC(=O)c2cc(Cl)ccc2Cl)[nH]c(=O)c1C,0,0.3,17,-2.0
Fc1ccccc1NC(=S)Nc1ccc(CN2CCOCC2)cc1,13,0.8,20,0.6
O=C(NC(=S)N1CCOCC1)c1ccccc1I,6,1.8,5,-0.9
CCCOC(=O)c1ccc(NC(=O)C2CCCC2)cc1,-60,0.1,3,0.7
CN1CCN(C(=O)c2ccc(-c3nc(NCc4cccc(C(F)(F)F)c4)c4ncn(Cc5ccc(C(F)(F)F)cc5)c4n3)cc2)CC1,0,0.2,-4,11*
CN(C)c1cccc(C(=O)OCC(=O)C(C)(C)C)c1,-36,0.0,2,1.8
O=C(Nc1ccccn1)c1cc(I)ccc1Cl,14,-0.1,8,-0.2
COc1cccc(C(=O)N2CCN(c3ncnc4c3nnn4-c3ccccc3)CC2)c1,-1,0.0,15,0.2
CC(C)OC(=O)/C=C1\CC(c2ccccc2)N(Cc2ccccc2)CC1(C)O (stereo not drawn),-9,0.0,-4,1.2
CCCCCOc1ccc2c(c1)C(=NO)c1cc(OCCCCC)ccc1-2,11,-0.1,-10,-0.4
Nc1ccccc1C(=O)N/N=C(/Cn1cnc2ccccc21)c1ccccc1,-5,-0.2,-2,-0.8
Cn1cc(CNC2CCN(c3ccc(NC(=O)CCc4ccccc4)cc3)CC2)cn1,-12,-0.1,3,-0.4
N#CC1=C(N)N(c2cccc(C(F)(F)F)c2)C2=C(C(=O)CCC2)C1c1ccc([N+](=O)[O-])cc1 (stereo not drawn),-8,-0.2,-3,2.0
COC(=O)CN1C(=O)S/C(=C/c2cc(Cl)c(O)c(Br)c2)C1=O,2,-0.1,-2,1.0
O=C(COC(=O)c1ccccc1)c1cccc([N+](=O)[O-])c1,18,0.1,13,0.2
O=S(=O)(c1ccc(-c2csc(Nc3ccc(F)cc3)n2)cc1)N1CCCC1,13,-0.1,5,0.5
O=C1CCCc2c1cc(C(=O)NCCc1ccccc1)c(=O)n2-c1ccc(Cl)cc1,-7,0.0,-3,0.8
N#CC1=C(N)Oc2n[nH]c(-c3ccc(Cl)cc3)c2C12C(=O)N(CC(=O)O)c1ccccc12 (stereo not drawn),10,-0.1,-2,-0.3
COC(=O)c1c(NC(=O)c2nn3c(C(F)(F)F)cc(-c4ccccc4)nc3c2Br)sc2c1CCC(C)C2 (stereo not drawn),-2,0.3,12,-0.6
COC(=O)/C(=C/c1ccc(OC)cc1)NC(=O)c1ccccc1OC,2,-0.2,5,-0.2
CCC(C)NC(=O)C1CCN(S(=O)(=O)c2ccc(-n3cnnn3)cc2)CC1 (stereo not drawn),3,0.2,1,-0.2
COc1ccc(C(=O)Oc2ccccc2OCC(C)=O)cc1,9,0.0,-10,0.3
CCOC(=O)C1CCc2sc(NC(=O)c3cc(Cl)ccn3)nc21 (stereo not drawn),-5,-0.8,36,-2.7
COc1ccc(-n2nnnc2C2CCNCC2)cc1,-7,0.0,-10,-0.1
O=C1C(=O)N(C2CCCC2)C(=O)N1CCCCN1C(=O)c2ccccc2C1=O,5,0.0,0,-0.6
COc1ccc(OC)c(N2C(=O)CC(Cc3cc(C)cc(C)c3)C2=O)c1 (stereo not drawn),8,0.0,0,-1.5
CC(CC1CC1)N1CCC(n2nccc2NC(=O)Nc2cccc(F)c2)CC1 (stereo not drawn),-1,-0.1,-12,-0.9
CC(C)(C)NC(=O)CSc1n[nH]c(=O)n1-c1ccccc1,-3,0.0,-1,1.5
CC(C)(C)NCCOc1ccc(F)cc1,4,0.1,37,2.6
Cn1c(=O)n(CC(N)=O)c(=O)c2c1nc1n2CCCN1c1ccc(Cl)cc1,-3,-0.1,2,0.7
CN(C)c1nccc(N(Cc2ccccc2)Cc2ccccc2)c1C#N,6,-0.1,-8,-0.3
CC1CCC2(CC1)C(C#N)=C(SCC(=O)Nc1ccc(Br)cc1)NC(=O)C2C#N (stereo not drawn),-2,-0.1,5,-0.7
COc1ccccc1C(=O)Nc1cc(C)cn(Cc2ccccc2Cl)c1=O,6,-0.1,-9,-0.6
Cc1cc(N2CCOCC2)nc2ccc(NC(=O)c3cccc(C(F)(F)F)c3)cc12,2,-0.1,-6,-0.8
CCc1ccc(-n2c(-c3ccncc3)n[nH]c2=S)cc1,0,0.2,7,0.4
COc1cccc(N(Cc2nnc3n2CCCCC3)C(=O)Nc2cccc(C)c2)c1,-7,0.1,-4,0.4
Cc1ccc(NC(=O)c2cnc3ccccc3n2)cc1C,-59,0.0,7,-0.2
CC(C)Cc1nc(NCCO)c2nnn(Cc3ccccc3)c2n1,-10,0.1,-1,-0.2
CCCNc1ncnc2c1c(-c1ccccc1)cn2-c1ccc(OC)cc1,-20,-0.2,5,1.0
CCOc1ccc(/C=C2\SC(=Nc3ccccc3O)NC2=O)cc1,-14,0.1,19,-0.7
O=C(Nc1ccc(Cl)cc1)c1cc(S(=O)(=O)NCCc2ccccc2)ccc1F,8,-0.1,12,0.9
Cn1c(=O)oc2cc(S(=O)(=O)N3CCCC(C(=O)NC4CCCCC4)C3)ccc21 (stereo not drawn),-5,-0.1,0,0.0
CCOC(=O)N1CCN(C(=O)C(C)N(c2ccc(C)c(C)c2)S(C)(=O)=O)CC1 (stereo not drawn),-10,-0.1,-5,1.1
CCOC(=O)C1=C(N)Oc2ccc3ccccc3c2C1c1ccccc1OC (stereo not drawn),9,-0.2,-4,2.0
CC(C)Oc1cccc(C(=O)Nc2nc3ccccc3s2)c1,-24,-0.1,-3,-1.2
Cc1nnc(Sc2ccc([N+](=O)[O-])cc2Cl)n1C,-7,0.0,-5,-1.1
Cn1c(Cl)nc2c1c(=O)[nH]c(=O)n2C,10,-0.2,9,0.2
COc1ccc(C(=O)Nc2cccc(-c3nc4ncccc4o3)c2)cc1Cl,-5,-0.1,-4,0.4
Nc1nnc(-c2ccccc2)o1,-1,-0.1,-9,-0.4
CCCn1c(=S)[nH]c2cc(C(=O)NCc3ccccc3OC)ccc2c1=O,0,0.0,-1,-1.6
Cc1nc(C)c(C(=O)N2CCc3c(cnc(C)c3CNC(=O)c3ccco3)C2)s1,-2,0.3,-16,0.7
Cc1cccc(NS(=O)(=O)c2ccc(NS(=O)(=O)c3ccc(F)cc3)cc2)c1,6,-0.2,5,0.6
CCn1c(Sc2ncnc3ccccc23)nc2ccccc21,13,-0.1,-5,0.9
O=C(COc1ccccc1Cl)NCCCc1ccccc1,-17,0.3,6,-0.6

# The list goes on:
SMILES,TEAD-YAP block,FBW7 activator,MITF primary,GPR151 ag
O=C(O)c1cccc2c1NC(c1ccc(Br)cc1)C1CC=CC21 (stereo not drawn),2,0.0,27,0.5
Cc1ccc2nc(SCC(=O)NCCC34CC5CC(CC(C5)C3)C4)[nH]c2c1,4,-0.1,11,1.2
CC(C)(C)c1ccc(-c2nnc(N)o2)cc1,-20,0.0,-1,2.0
N#Cc1ccc(NC(=O)COC(=O)CN2C(=O)C3CCCCC3C2=O)cc1 (stereo not drawn),4,0.1,7,-1.2
CCC1CCCCN1CCCNC(=O)CCC(=O)N1CCOc2ccccc21 (stereo not drawn),2,0.1,-9,1.0
CCOCCCNC(=O)Cn1ncc2c3ccccc3n(Cc3ccccc3)c2c1=O,-4,0.1,1,0.1
O=C(CCC1CCCN(C(=O)c2cccc(-c3ncc[nH]3)c2)C1)NCc1ccccc1F (stereo not drawn),-10,0.0,-2,-0.1
CC(=O)c1c(C)[nH]c(-c2csc(NCCc3ccccc3)n2)c1C,-3,0.2,6,1.5
O=[n+]1c2c(n([O-])c3ccccc31)CCCC2,0,1.3,2,0.3
CCC1c2cccn2CCN1C(=O)CCC1(Cc2ccc(Cl)cc2)CCC(=O)N1 (stereo not drawn),-4,0.1,-3,-0.8
CN(Cc1ccccc1)S(=O)(=O)c1ccc(F)c(C(=O)Nc2ccccc2Br)c1,-15,0.2,11,-2.5
CCOc1ccc(CN2CCN(Cc3ccc(SC)cc3)CC2)cc1,10,-0.2,21,0.8
COc1cc(/C=C(\C#N)C(=O)c2c(C)[nH]c3ccccc23)cc(OC)c1OC,5,0.0,-9,1.3
Cc1nn(C)c(C)c1-c1ncc(C(=O)NCc2ccccc2)s1,2,0.0,-10,2.9
COc1ccc(NS(=O)(=O)c2ccc(N/N=C/c3ccc(C)s3)c([N+](=O)[O-])c2)cc1,9,0.1,-8,-0.3
O=C1N[C@H](CO)C(=O)N2CCN(C(=O)Oc3ccc(F)cc3)C[C@H]12,1,0.0,0,-0.1
COc1ccc(C2=N/C(=C\c3ccccc3F)C(=O)O2)c(Br)c1,0,0.3,2,2.0
Fc1cc(F)c(C2SCCN2C(=S)NCCc2ccccc2)c(F)c1 (stereo not drawn),0,0.1,5,0.9
COc1ccc(OC)c(CCNC(=O)Cc2noc3ccc(C)cc23)c1,11,0.0,2,-0.4
O=C(O)c1ccc(NS(=O)(=O)c2cccc(C(=O)Nc3ccccc3C(=O)O)c2)cc1,11,0.1,8,-1.0
Cc1ccc(S(=O)(=O)N2CCCOC2CNC(=O)C(=O)NCCCn2ccnc2)cc1 (stereo not drawn),13,-0.1,20,-0.5
CCCN(CC1CC1)C(=O)CC1C(=O)NCCN1Cc1ccc(F)cc1Cl (stereo not drawn),9,0.0,1,-0.9
Cc1nn(-c2ccccc2)c2nc(C(F)(F)F)cc(C(F)(F)F)c12,2,0.1,1,0.6
Cc1ccc(N2C(=O)N(CC(=O)Nc3ccc(Br)c(C)c3)C(=O)C2C)cc1 (stereo not drawn),-6,0.1,-3,0.4

# A run of entries of the results above, for reference:
SMILES,TEAD-YAP block,FBW7 activator,MITF primary,GPR151 ag
O=[n+]1c2c(n([O-])c3ccccc31)CCCC2,0,1.3,2,0.3
CCC1c2cccn2CCN1C(=O)CCC1(Cc2ccc(Cl)cc2)CCC(=O)N1 (stereo not drawn),-4,0.1,-3,-0.8
CN(Cc1ccccc1)S(=O)(=O)c1ccc(F)c(C(=O)Nc2ccccc2Br)c1,-15,0.2,11,-2.5
CCOc1ccc(CN2CCN(Cc3ccc(SC)cc3)CC2)cc1,10,-0.2,21,0.8
COc1cc(/C=C(\C#N)C(=O)c2c(C)[nH]c3ccccc23)cc(OC)c1OC,5,0.0,-9,1.3
Cc1nn(C)c(C)c1-c1ncc(C(=O)NCc2ccccc2)s1,2,0.0,-10,2.9
COc1ccc(NS(=O)(=O)c2ccc(N/N=C/c3ccc(C)s3)c([N+](=O)[O-])c2)cc1,9,0.1,-8,-0.3
O=C1N[C@H](CO)C(=O)N2CCN(C(=O)Oc3ccc(F)cc3)C[C@H]12,1,0.0,0,-0.1
COc1ccc(C2=N/C(=C\c3ccccc3F)C(=O)O2)c(Br)c1,0,0.3,2,2.0
Fc1cc(F)c(C2SCCN2C(=S)NCCc2ccccc2)c(F)c1 (stereo not drawn),0,0.1,5,0.9
COc1ccc(OC)c(CCNC(=O)Cc2noc3ccc(C)cc23)c1,11,0.0,2,-0.4
O=C(O)c1ccc(NS(=O)(=O)c2cccc(C(=O)Nc3ccccc3C(=O)O)c2)cc1,11,0.1,8,-1.0
Cc1ccc(S(=O)(=O)N2CCCOC2CNC(=O)C(=O)NCCCn2ccnc2)cc1 (stereo not drawn),13,-0.1,20,-0.5
CCCN(CC1CC1)C(=O)CC1C(=O)NCCN1Cc1ccc(F)cc1Cl (stereo not drawn),9,0.0,1,-0.9
Cc1nn(-c2ccccc2)c2nc(C(F)(F)F)cc(C(F)(F)F)c12,2,0.1,1,0.6
Cc1ccc(N2C(=O)N(CC(=O)Nc3ccc(Br)c(C)c3)C(=O)C2C)cc1 (stereo not drawn),-6,0.1,-3,0.4

# (next part)
SMILES,TEAD-YAP block,FBW7 activator,MITF primary,GPR151 ag
Cc1nc(N2C(=O)c3oc4ccccc4c(=O)c3C2c2ccc(F)cc2)sc1C (stereo not drawn),3,-0.1,4,1.6
CCN1CCN(c2oc(COc3ccc(C)cc3)nc2C#N)CC1,2,0.0,-8,-0.9
CN(C)S(=O)(=O)c1ccc(Cl)c(C(=O)Nc2nn[nH]n2)c1,2,0.0,-9,0.1
COc1ccc2c(ccn3cc4c(c(=O)n(C)c(=O)n4C)c23)c1,8,0.2,-3,3.8
Clc1ccccc1Nc1nccn2c(-c3ccsc3)cnc12,-28,-0.7,1,-0.4
CCOc1cc(/C=C(\C#N)c2nn(CCO)c(N)c2C#N)ccc1OCc1ccc(Cl)cc1,7,0.0,-10,0.1
CCOC(=O)c1cnc2ccc(OCC)cc2c1Nc1ccc(O)cc1,15,0.1,10,-0.3
COc1ccc(Nc2ncc(-c3ccc(N(C)C)cc3)n3ccnc23)cc1,0,0.3,2,0.1
